# PAFAH1B2 FP inh = PAFAH1B2 (human) inhibition; recombinant PAFAH1B2, FP-rhodamine activity probe, fluorescence polarization; AID 492953; P68402; 340,000 tested, 1.2% active; inhibition, % at 3.39 µM;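 active means inhibition above the mean of all tested compounds plus 3 SD, cut at about 24% in these data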;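 further: 0% = enzyme with DMSO and 100% = wells lacking PAFAH1B2; many of its hits are not listed in these tables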
# PREPL inh = inhibitors of human prolyl oligopeptidase-like enzyme PREPL | Q4J6C6 | recombinant PREPL, fluorescence polarization activity-based probe | inhibition, % at 5.96 µM | 320,000 tested, 0.68% active; in the data active means inhibition above about 43%;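 further: 0% = enzyme with DMSO and 100% = wells lacking enzyme; many of its hits are not listed in these tables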
# GSTO1 counter = counter-screen for RBBP9 inhibitors: inhibitors of human GSTO1. P78417. recombinant GSTO1, activity-based probe fluorescence polarization. inhibition, % at 5.96 µM. 300,000 tested, 1.1% active. AID 1974;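 active means inhibition above the campaign mean inhibition plus 3 SD, cut at about 35% in these data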;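 further: 0% = GSTO1-1 with DMSO and 100% = wells lacking GSTO1-1 enzyme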
# Target sequence (P78417 whole entry, looked up): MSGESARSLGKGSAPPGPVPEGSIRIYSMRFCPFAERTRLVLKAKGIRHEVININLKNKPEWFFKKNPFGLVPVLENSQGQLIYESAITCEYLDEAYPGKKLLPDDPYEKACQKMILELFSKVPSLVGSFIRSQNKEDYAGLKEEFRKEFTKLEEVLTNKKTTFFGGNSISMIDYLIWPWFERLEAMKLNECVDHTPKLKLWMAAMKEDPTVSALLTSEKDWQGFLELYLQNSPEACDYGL
# LYPLA2 inh = blocks human lysophospholipase 2, a PME1 counter-screen; 320,000 tested, 0.38% active; inhibition, % at 5.9 µM; O95372; recombinant LYPLA2, FP-Rh probe fluorescence polarization;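 active means inhibition above the screen-wide mean plus 3 SD, limit set per campaign, cut at about 26% in these data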;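 further: 0% = LYPLA2 with DMSO and 100% = wells lacking LYPLA2 enzyme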
# Target sequence (O95372 whole entry, looked up): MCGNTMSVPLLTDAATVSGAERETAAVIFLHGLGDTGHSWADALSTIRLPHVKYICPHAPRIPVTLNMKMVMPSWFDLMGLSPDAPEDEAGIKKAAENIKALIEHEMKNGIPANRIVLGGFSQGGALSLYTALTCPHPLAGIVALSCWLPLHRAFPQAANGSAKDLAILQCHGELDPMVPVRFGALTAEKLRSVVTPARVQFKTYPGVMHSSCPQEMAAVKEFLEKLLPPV
# PAD4 inh = inhibitors of human PAD4 | Q9UM07 | recombinant PAD4, RCA probe fluorescence polarization | inhibition, % at 6.36 µM | 330,000 tested, 0.41% active | AID 485272;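 active means percent inhibition above a cutoff equal to the mean of all tested compounds plus 3 SD, cut at about 15% in these data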;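 further: 0% = PAD4 with RCA probe and DMSO and 100% = probe without PAD4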
# pPAFAH FP inh = inhibitors of human plasma PAF acetylhydrolase (pPAFAH); recombinant pPAFAH, FP-rhodamine probe fluorescence polarization; Q13093; AID 463082; 330,000 tested, 1.5% active; inhibition, % at 3.39 µM;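 active means inhibition above the mean inhibition across the screen plus 3 SD, cut at about 25% in these data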;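 further: inhibitors block binding of the rhodamine activity-based probe so polarization drops; 0% = enzyme with DMSO and 100% = wells lacking pPAFAH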
# Target sequence (Q13093 whole entry, looked up): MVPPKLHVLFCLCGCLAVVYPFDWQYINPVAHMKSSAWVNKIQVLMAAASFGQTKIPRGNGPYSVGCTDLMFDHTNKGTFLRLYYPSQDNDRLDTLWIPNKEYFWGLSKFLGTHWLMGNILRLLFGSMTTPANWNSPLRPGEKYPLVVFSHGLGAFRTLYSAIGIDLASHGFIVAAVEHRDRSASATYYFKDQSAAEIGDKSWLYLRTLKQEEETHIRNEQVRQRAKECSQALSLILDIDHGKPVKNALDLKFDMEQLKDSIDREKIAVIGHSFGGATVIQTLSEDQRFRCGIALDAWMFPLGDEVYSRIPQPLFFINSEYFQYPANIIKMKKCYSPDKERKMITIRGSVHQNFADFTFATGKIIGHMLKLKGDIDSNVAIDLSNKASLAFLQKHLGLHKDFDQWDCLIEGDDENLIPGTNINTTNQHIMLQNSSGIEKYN
# PAFAH1B3 FP inh = inhibitors of human PAFAH1B3 | Q15102 | recombinant PAFAH1B3, FP-rhodamine probe, fluorescence polarization | 340,000 tested, 0.28% active | inhibition, % at 3.39 µM;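 active means inhibition above the screen-wide average of all tested compounds plus 3 SD, cut at about 25% in these data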;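 further: 0% = enzyme with DMSO only and 100% = wells lacking PAFAH1B3 protein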
# LYPLA1 inh = counter-screen for PME1 inhibitors: inhibitors of human LYPLA1. 320,000 tested, 0.16% active. inhibition, % at 5.9 µM. recombinant LYPLA1, FP-Rh probe fluorescence polarization. O75608;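 active means inhibition above the mean of all tested compounds plus 3 SD, set per campaign, cut at about 14% in these data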;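 further: inhibitors block serine hydrolase probe labeling of LYPLA1 so polarization falls; 0% = enzyme with DMSO and 100% = wells lacking LYPLA1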
# PME-1 inh = blocks human protein phosphatase methylesterase 1; Q9Y570; recombinant PME-1, FP-Rh probe fluorescence polarization; inhibition, % at 5.9 µM; 320,000 tested, 0.53% active; AID 2130;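 active means inhibition above the campaign mean of all compounds plus 3 SD, cut at about 26% in these data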;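 further: competitive labeling of PME-1 active site by serine hydrolase directed probe; 0% = PME-1 with DMSO and 100% = wells lacking PME-1 enzyme; inhibitors block probe labeling so polarization falls and inhibition rises; many of its hits are not listed in these tables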
# The depositor's hits bear a star; / = no result given. This is a subset, so the mix of outcomes need not match the whole.
SMILES,PAFAH1B2 FP inh,PREPL inh,GSTO1 counter,LYPLA2 inh,PAD4 inh,pPAFAH FP inh,PAFAH1B3 FP inh,LYPLA1 inh,PME-1 inh
O=C(/C=C/c1ccc2c(c1)OCO2)Nc1nc(-c2ccccc2)cs1,-23,-2,-11,-43,-3,-15,-35,-25,-59
CCN(CC)C(NC(=O)c1ccccc1)C(=O)c1ccccc1 (centres undefined),0,-7,-2,0,-7,6,4,1,-2
Cc1cccc(OCCCC(=O)NC(C)C)c1,4,-4,10,-2,6,0,8,-2,-1
COc1ccc(NC(=S)N2CCC(NC(=O)c3ccco3)CC2)cc1,6,-1,2,1,-3,1,-5,2,0
COc1ccc(-n2nnc3c(SCC(=O)NCc4ccco4)ncnc32)cc1,2,-7,-7,3,2,2,11,-1,-2
O=C1NC(c2ccc3c(c2)OCO3)Oc2ccccc21 (centres undefined),-2,8,-1,3,-1,0,-1,0,0
CC(C)(C)c1ccc(C(=O)NCc2ccco2)cc1,/,9,-8,7,-1,-1,/,-3,2
O=C1ON=C(c2ccc(Cl)c([N+](=O)[O-])c2)/C1=C/c1cccc([N+](=O)[O-])c1O,1,4,/,-6,-2,2,5,-2,-2
Cc1ccc(S(=O)(=O)N/N=C\c2ccc3c(c2)OCO3)c(C)c1,3,5,0,2,4,0,-4,3,1
C=CCC(C)(NCc1ccccc1)c1ccco1 (centres undefined),8,2,6,8,-6,3,7,-3,3
CCCn1c(-c2ccc(OC)cc2)nc2ccccc21,6,-4,-5,1,-2,3,3,2,-1
CCC(CC)C(=O)N1CC(=O)Nc2ccc(F)cc2C1c1ccc(F)cc1 (centres undefined),-1,9,3,1,-4,0,2,-2,4
COc1ccc(CCNc2ncnc3c2c(C)c(C)n3CCO)cc1OC,5,9,9,-6,0,2,-2,-1,-4
Cc1ccc2c(c1)/C(=C/c1ccco1)C(=O)N2,5,4,-3,0,-1,4,8,2,4
CCOC(=O)COc1ccc(S(=O)(=O)NCCC2=CCCCC2)cc1,3,-4,27,1,0,7,9,-3,4
Cc1cc(NC(=O)C(C)Oc2ccc(C(C)(C)C)cc2)no1 (centres undefined),2,0,0,0,-1,7,5,-4,2
Cc1ccc(C(=O)c2ccccc2C(=O)OCC(=O)NCC2CCCO2)cc1 (centres undefined),3,-3,1,3,-1,3,-8,1,1
O=C(CSc1ccc2nnc(-c3ccc(Cl)cc3)n2n1)N1CCc2ccccc21,-1,4,6,6,2,3,4,2,8
CCCN(C#N)c1nc(NCC)nc(NC(C)C)n1,0,0,-1,7,-3,-3,7,9,-2
COc1ccc(NC(=O)Cc2ccc(Cl)cc2Cl)cn1,8,1,15,-7,-3,-1,6,-4,-5
CCN1C(c2ccccc2)C(C)C(=O)C(C)C1c1ccccc1 (centres undefined),1,-1,-1,2,-1,5,2,2,0
Cc1ccc(NC(CNS(=O)(=O)c2ccc(Cl)cc2)c2ccccc2)cc1 (centres undefined),13,4,15,-8,-4,3,11,-10,13
O=C(NC1CCCN(Cc2ccc(Cl)cc2)C1)c1ccccc1C(F)(F)F (centres undefined),-2,3,1,-5,0,3,9,-4,0
COc1cccc(-c2ccc(C#N)c(OC(=O)c3c(Cl)cccc3Cl)n2)c1,1,-6,-19,-6,2,-5,-6,-8,2
C[C@@H](NC(=O)c1[nH]cnc1C(=O)Nc1nccs1)c1ccccc1,-6,6,/,-1,4,1,0,-4,-11
Fc1ccccc1N1CCN(CCCc2ccccc2)CC1,7,-1,-2,-6,0,3,2,-1,-7
COc1ccccc1C(=O)NCCCN1CCCC1=O,3,5,6,2,1,-2,2,1,-2
Cc1cc(C(=O)Nc2c(F)cc(F)cc2Br)no1,-3,14,3,1,-2,11,-3,-3,4
CCN(CC)C(=O)C1CCC(CNS(=O)(=O)c2cccc3nsnc23)CC1 (centres undefined),0,2,5,3,1,-1,2,-2,3
O=C(C1CCCC1)N1CCN=C1SCc1cccc([N+](=O)[O-])c1,3,-5,7,2,0,3,7,1,7

# (continued)
SMILES,PAFAH1B2 FP inh,PREPL inh,GSTO1 counter,LYPLA2 inh,PAD4 inh,pPAFAH FP inh,PAFAH1B3 FP inh,LYPLA1 inh,PME-1 inh
COc1ccc(NC(C(=O)Nc2cccc(C(C)=O)c2)c2ccccc2)cc1 (centres undefined),4,12,-8,-8,-2,11,-4,-6,34*
COc1cccc(NC(=O)CCSc2nnc3scc(-c4ccccc4)n23)c1,3,-6,0,-8,2,3,5,-4,3
C=C(C)Cn1c(SCC(=O)O)nnc1-c1ccccc1,9,7,3,2,5,2,-5,6,4
Cc1cccc(NC(=S)Nc2ccccn2)c1,4,7,4,-2,4,2,0,-1,15
CN(C(=O)c1ccc(S(=O)(=O)N(C)C)cc1)c1ccc2ccccc2c1,4,4,8,-4,-7,11,5,0,-9
COc1ccc(N=Nc2ccc(O)c3ncccc23)cc1,-3,17,-61,3,-10,31*,8,-4,8
COc1ccc(Cl)cc1NC(=O)C1CCN(S(C)(=O)=O)CC1,6,-1,3,7,-6,4,13,12,-1
Cc1c(Cl)cccc1NC(=O)CC1NCCNC1=O (centres undefined),4,1,1,4,-4,0,1,1,-5
CCc1ccc(NC(=O)C2CCN(S(=O)(=O)c3ccc4[nH]c(=O)ccc4c3)CC2)cc1,6,-1,-5,-6,-2,2,-8,-6,-13
COc1ccc(CCNC(=O)C(=O)NCC2OCCN2S(=O)(=O)c2ccc(C)cc2)cc1 (centres undefined),5,-2,-2,0,-3,11,0,2,-1
C=CCOc1c(CNc2ccc3[nH]c(=O)[nH]c3c2)cccc1OC,1,14,5,3,2,4,3,3,0
CC(C)OC(=O)/C(=C\c1ccc2c(c1)c1ccccc1n2C)NC(=O)c1ccccc1,-5,-11,-6,-6,5,1,-3,-3,-2
CCc1cc2c(=O)n(-c3ccc(Br)cc3)cnc2s1,2,4,4,-3,2,2,-3,-2,-2
COc1cc(CNCc2ccccc2)c(Br)cc1OC1CCCC1,2,-6,-3,2,-2,0,3,0,2
CS(=O)(=O)N1CCN(c2ccccc2NC(=O)c2ccc3ccccc3c2)CC1,0,8,4,1,1,-2,5,-5,7
COc1ccccc1N(CC(=O)N/N=C(\C)c1ccc(F)cc1)S(=O)(=O)c1ccccc1,-1,0,/,-7,-3,4,5,-2,-3
CCN1CCCC1CNC(=O)C1CCN(C(=O)c2cc3sccc3n2Cc2ccc(F)cc2)CC1 (centres undefined),-4,-29,-1,6,0,1,-4,0,2
COc1cc(CN2CCNC(=O)C2CC(=O)N2CCCCO2)cc(OC)c1 (centres undefined),1,-6,0,-4,-4,-3,0,3,5
CCC(C)NC(=O)CSc1nc2c(sc(=S)n2Cc2ccco2)c(=O)n1-c1ccccc1 (centres undefined),3,-3,-2,2,2,-1,4,1,8
Cc1cc(C)c2oc(C(=O)N(Cc3ccccc3)C3CCS(=O)(=O)C3)cc(=O)c2c1 (centres undefined),-3,10,5,-2,0,-2,1,-1,2
CCOC(=O)c1[nH]n(-c2ccc(Cl)cc2)c(=O)c1C,3,-6,3,2,-6,2,-2,-2,-3
COc1ccc(-n2cnnc2SCC(=O)Nc2cc(C(C)(C)C)nn2-c2ccccc2)cc1,-5,17,5,-2,2,-2,-7,-2,-1
CN(C)c1cccc(C(=O)NCC(c2ccco2)N(C)C)c1 (centres undefined),2,16,1,-4,-4,1,4,-2,-2
CC1CCCCN1C(=O)CSc1nc(N)nc(N)n1 (centres undefined),4,6,3,-1,1,1,-4,1,9
COc1cc(OC)cc(C(=O)NCCNC(=O)c2ccco2)c1,7,17,17,3,2,-1,11,-2,0
Cc1ccc(NC(=O)CSc2n[nH]c(-c3ccncc3)n2)c(C)c1,4,14,-1,-3,-3,0,7,-2,2
O=C(Nc1nccs1)c1ccc(NC(=O)c2ccco2)cc1,1,5,-2,-3,-10,-12,1,-1,-7
Cc1cccc(OC(C)C(=O)Nc2ccc(S(=O)(=O)N3CCCC3)cc2)c1 (centres undefined),5,11,2,3,4,-3,4,2,8
O=C(COC(=O)c1cn(-c2ccccc2)nc1-c1cccs1)NC1CC1,3,-5,0,4,0,3,1,-1,1
Cc1cc(C)c(NC(=O)CN2C(=O)NC3(CCOc4ccccc43)C2=O)c(C)c1 (centres undefined),8,2,5,-2,1,2,7,-1,0

# More entries follow.
SMILES,PAFAH1B2 FP inh,PREPL inh,GSTO1 counter,LYPLA2 inh,PAD4 inh,pPAFAH FP inh,PAFAH1B3 FP inh,LYPLA1 inh,PME-1 inh
O=C(NCCc1ccc(Cl)cc1)c1ccc2nc[nH]c2c1,24,8,0,-5,-1,7,2,-4,-1
CCC(c1nnnn1Cc1ccco1)N1CCC(C(N)=O)CC1 (centres undefined),6,0,0,1,-1,3,7,-2,3
CCC(C)C1=CC(=Nc2c(C)n(C)n(-c3ccccc3)c2=O)C=C(C(C)CC)C1=O (centres undefined),4,-3,9,2,-7,1,10,-4,-3
CC1=C(C(=O)O)N2C(=O)C(NC(=O)c3nn(C)cc3Cl)C2SC1 (centres undefined),3,12,-5,-1,-1,0,2,1,-4
Cc1onc(-c2ccccc2)c1C(=O)N1CCC(C)CC1,3,-2,1,10,-8,4,3,3,0
CCCc1cc(=O)[nH]c(SCC(=O)Nc2ccc(Br)cc2)n1,9,-5,-6,1,-4,3,3,1,-3
COc1cc(CNc2ncc(-c3ccc(Cl)cc3)n2C)cc(OC)c1OC,-1,29,2,6,3,1,4,-2,3
CCOc1ccc2[nH]c3c(N4CCc5ccccc5C4)ncnc3c2c1,/,54*,-8,-20,-4,18,/,-10,-2
COc1ccc(NC(=O)CSCC(=O)Nc2nnc(C)s2)cc1,5,0,10,5,-3,0,1,4,3
CCOC(=O)C1=C(C)N(C2CCCCC2)C(=O)C1,4,2,7,2,0,4,6,-4,-3
CC1(C)C(=O)N(c2ccccc2)C(=O)c2ccccc21,5,19,3,10,0,-3,6,0,0
O=C(c1ccccc1SCc1ccccc1)N1CCOCC1,-2,32,-2,3,-2,-7,7,3,4
Cn1c(Cc2cccs2)n[nH]c1=S,5,4,7,0,0,-3,8,1,-1
C/C(=N\NC(=O)NC1CCCCC1)c1ccc(OC(F)F)cc1OC(F)F,3,20,-2,0,-3,16,0,2,5
COc1cccc(/C=C/C(=O)NCc2ccc3c(c2)OCO3)c1,-6,9,3,-2,0,2,7,-1,2
Cc1cccc(OCC(=O)N(Cc2ccccc2)c2c(N)n(Cc3ccccc3)c(=O)[nH]c2=O)c1,0,16,/,3,0,4,-5,-3,-2
CC12CC(NC(=O)N1c1cccc(C(=O)N3CCN(c4ccccc4)CC3)c1)c1ccccc1O2 (centres undefined),5,22,1,6,-4,3,0,-1,0
O=C(CSc1nnc(-c2ccccc2)o1)N1CCc2ccccc2C1,0,-7,-1,3,-4,-1,5,0,2
NS(=O)(=O)c1cccc(NC(=S)NC(=O)c2cccc([N+](=O)[O-])c2)c1,3,8,2,9,1,-1,4,3,6
CCOC(=O)N1CCc2c(sc(NC(=O)c3ccc(Cl)s3)c2C(N)=O)C1,/,10,7,-7,-13,25*,/,-6,-6
COCCCn1c(C)nnc1SCC(=O)NCc1ccco1,2,-1,4,5,2,-1,3,3,-2
Cc1ccc(C)c(CSc2nnc(C)c(=O)[nH]2)c1,6,7,-3,2,0,0,6,2,-2
